Screening data from PubChem BioAssay.
BoNT F protease = BoNT/F light chain protease inhibitors, primary screen, biochemical, flow cytometry, MLPCN library. actives 0.22% (n = 360,000). Botulinum neurotoxin type F light chain protease (Clostridium botulinum). Multiplex microsphere protease cleavage assay. AID 588497, 2011. inhibition, % at 10 µM; in the data active = inhibition above about 35%, passing the limit was not always enough; inconclusive = no clear call, values can overlap the other calls; also: plate controls were buffer without enzyme for full effect and enzyme alone for no effect
CCHF vOTU inh = CCHFV vOTU protease inhibitors, primary screen, biochemical, Pep-AMC substrate, fluorescence; Crimean-Congo hemorrhagic fever virus L polyprotein viral ovarian tumor (vOTU) protease …; inhibition, % at 11.5 µM; actives 0.55% (n = 370,000); in the data active = inhibition above about 30%; also: 0% = vehicle wells with enzyme and 100% = no enzyme wells
PrPC surface inh = inhibitors of human cell surface prion protein PrPC, primary screen, cell-based, TR-FRET; TR-FRET read-out; Major prion protein (Homo sapiens), P04156; AID 720596, 2013; actives 0.43% (n = 370,000); inhibition, % at 13.8 µM; in the data active = inhibition above about 24%; also: 0% = median of the test wells and 100% = reference compound wells
Anthrax LF prot = Bacillus anthracis LF protease inhibitors, primary screen, biochemical, multiplex microsphere, MLPCN library; inhibition, % at 10 µM; AID 588501, 2011; actives 0.12% (n = 360,000); multiplex microsphere protease cleavage assay; Lethal factor (Bacillus anthracis), P15917; also: plate controls were buffer without enzyme for full effect and enzyme alone for no effect
Target sequence (P15917 whole entry, looked up): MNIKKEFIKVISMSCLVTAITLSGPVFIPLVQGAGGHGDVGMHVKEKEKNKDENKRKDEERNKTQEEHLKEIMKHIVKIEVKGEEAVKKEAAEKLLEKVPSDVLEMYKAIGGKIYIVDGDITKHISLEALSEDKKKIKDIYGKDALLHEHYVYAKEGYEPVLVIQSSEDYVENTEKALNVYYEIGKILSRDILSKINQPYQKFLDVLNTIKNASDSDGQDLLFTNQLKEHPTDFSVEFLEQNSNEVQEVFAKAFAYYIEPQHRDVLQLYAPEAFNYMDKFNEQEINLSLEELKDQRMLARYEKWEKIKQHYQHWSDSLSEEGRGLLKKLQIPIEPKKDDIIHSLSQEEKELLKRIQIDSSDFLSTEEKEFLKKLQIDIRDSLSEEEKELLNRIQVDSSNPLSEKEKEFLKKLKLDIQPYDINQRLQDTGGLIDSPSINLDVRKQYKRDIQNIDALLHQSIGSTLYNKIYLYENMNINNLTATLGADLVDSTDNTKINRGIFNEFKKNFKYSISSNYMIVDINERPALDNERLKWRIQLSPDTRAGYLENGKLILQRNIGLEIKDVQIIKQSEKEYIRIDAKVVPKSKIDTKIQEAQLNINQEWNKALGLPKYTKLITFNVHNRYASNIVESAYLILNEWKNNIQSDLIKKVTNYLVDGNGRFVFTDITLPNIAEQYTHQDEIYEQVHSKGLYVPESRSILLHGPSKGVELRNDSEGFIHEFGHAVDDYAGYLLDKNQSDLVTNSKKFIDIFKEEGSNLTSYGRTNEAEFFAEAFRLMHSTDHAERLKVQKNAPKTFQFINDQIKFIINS
BoNT-A LC inh2 = BoNT/A light chain protease inhibitors, primary screen, biochemical, flow cytometry, MLPCN library. multiplex microsphere protease substrate cleavage. inhibition, % at 10 µM. actives 0.17% (n = 360,000); also: plate controls were buffer without enzyme for full effect and enzyme alone for no effect
PriA SSB inh = inhibitors of Klebsiella pneumoniae PriA binding to SSB C-terminal tail, primary screen, biochemical, AlphaScreen; inhibition, % at 33 µM; PriA–SSB C-terminal tail interaction (Klebsiella pneumoniae); AlphaScreen SSBct-PriA binding, biotinylated peptide; AID 1272365, 2023; actives 0.6% (n = 430,000); in the data active = inhibition mostly above about 37%, no sharp cut-off; inactive = mostly below about 20%;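 also: plate controls were negative control peptide for no effect and reference peptide for full effect; strong numbers were not always called active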
Rv3671c protease = Rv3671c serine protease inhibitors, primary screen, biochemical, fluorescence polarization, M. tuberculosis H37Rv. P9WHR9. inhibition, % at 5.96 µM. actives 0.048% (n = 320,000). AID 2606, 2010; in the data active = inhibition above about 38%;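 also: extracellular domain of Rv3671c used as enzyme; 0% = enzyme with DMSO and 100% = no enzyme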
VHR inh abs = VHR1 phosphatase inhibitors, primary screen, biochemical, absorbance, uHTS. Dual specificity protein phosphatase 3 (Homo sapiens), P51452. recombinant VHR phosphatase, pNPP absorbance. inhibition, % at 13.3 µM. actives 0.52% (n = 290,000); in the data active = inhibition above about 50%; also: some compounds called inactive have numbers as strong as hits
Target sequence (P51452 whole entry, looked up): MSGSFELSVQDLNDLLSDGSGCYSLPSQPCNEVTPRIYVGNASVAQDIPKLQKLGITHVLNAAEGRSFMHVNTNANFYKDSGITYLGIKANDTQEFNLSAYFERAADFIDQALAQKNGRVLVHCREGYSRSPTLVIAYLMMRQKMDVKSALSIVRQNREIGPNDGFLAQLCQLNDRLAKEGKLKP
SARS 3CLpro inh = SARS-CoV 3CLpro protease inhibitors, primary screen, biochemical, quenched FRET. Replicase polyprotein 1ab (Severe acute respiratory syndrome coronavirus), P0C6X7. recombinant SARS-CoV 3CLpro, quenched FRET peptide cleavage. inhibition, % at 6 µM. actives 0.14% (n = 290,000). AID 1706, 2009; in the data active = inhibition above about 12%
MazF activator = activators of E. coli MazEF toxin-antitoxin RNase, primary screen, biochemical, fluorescence, uHTS | activation, % at 20 µM | actives 0.32% (n = 350,000) | FAM/BHQ RNA-DNA oligo cleavage fluorescence, 5 h | Endoribonuclease toxin MazF (Escherichia coli (strain K12)), P0AE70; in the data active = activation above about 50%
Active calls of the source: *; ? = inconclusive; nt = no result given. Rule as the data show it, unless noted: active = inhibition above about 30%; inconclusive = no clear call, values can overlap the other calls; inactive = below that. Not all compounds are listed. The share of hits here may be higher or lower than overall.

SMILES	BoNT F protease	CCHF vOTU inh	PrPC surface inh	Anthrax LF prot	BoNT-A LC inh2	PriA SSB inh	Rv3671c protease	VHR inh abs	SARS 3CLpro inh	MazF activator
CCOc1ccc(C(=O)NCC(=O)OC(C)C(=O)NCc2ccco2)cc1OCC (configuration not stated)	-6.5	9.8	3.4	-3.5	0.8	4.0	-5.4	-25.3	-0.1	1.7
CCOCCCn1c(=NC(=O)c2ccco2)c(C(=O)OCC)cc2c(=O)n3cccc(C)c3nc21	?	-180.1	-12.4	-11.4	-6.3	8.7	1.3	25.3	-0.6	5.7
O=C(CCC(=O)Nc1ccccc1Cl)NNS(=O)(=O)c1ccc(Cl)cc1	-2.7	6.4	0.9	4.9	2.0	-4.3	nt	5.5	-0.5	-2.2
C=C1SC(=Nc2ccccc2Cl)N(C(=O)c2sc3ccccc3c2Cl)C1(C)C	?	7.7	9.5	-8.6	-0.5	-3.2	-11.1	21.0	0.1	-15.2
COc1ccc(CNC(=O)C2CCN(S(=O)(=O)c3ccc4c(c3)CC(C)N4C(C)=O)CC2)cc1 (configuration not stated)	2.6	-4.1	7.1	-0.1	0.8	-2.1	-3.1	1.6	-4.8	7.0
COc1ccc(N2C(=O)c3ccccc3NC2c2ccc(OC)c(Cn3cc([N+](=O)[O-])cn3)c2)cc1 (configuration not stated)	-1.2	-5.8	6.7	-2.1	-2.0	3.5	5.7	15.2	-3.2	0.5
CCCOC(=O)/C(C)=N\NC(=O)c1ccco1	0.0	18.8	5.5	-3.0	0.3	nt	-6.3	28.6	-1.7	5.2
Cc1nc2scc(-c3cccs3)c2c(=O)o1	9.8	10.0	1.6	-3.9	0.1	-10.2	6.5	6.7	-2.1	1.0
O=C(CC(C(=O)O)C1CCCO1)NCCc1ccc2c(c1)OCO2 (configuration not stated)	3.2	-6.2	3.8	3.0	0.3	-5.7	-0.9	17.0	-3.0	4.1
COC(=O)C1=NN(c2ccccc2OC)C2C(=O)N(c3ccccc3OC)C(=O)C12 (configuration not stated)	4.7	9.3	-0.6	2.3	-0.2	1.0	2.6	7.6	2.9	-0.8
COc1ccccc1CNC(=O)COC(=O)c1cc2ccccc2o1	-5.9	18.6	-5.5	-0.2	-0.1	-5.5	-2.2	nt	nt	-8.5
CC(C)CC(NC(=O)C(NC(=O)C1CCC(=O)N1C(=O)OCc1ccccc1)C(C)C)C(=O)N1CCCC1C(N)=O (configuration not stated)	12.6	11.9	-5.9	-9.0	-4.3	-2.6	-14.2	12.5	1.2	-1.5
COc1ccccc1-n1cnc2cc(NC(C)=O)ccc21	-2.9	-3.1	-0.6	1.3	-0.8	-0.4	-1.4	19.2	-0.7	-1.0
Cc1c(C)[n+](=O)c2c(n1[O-])CCCCC2	2.6	3.9	-1.3	-2.2	-0.3	7.2	0.3	2.3	1.9	6.3
Cc1ccc(-n2c(C)nnc2SC(C)C(=O)N2CCCC2)cc1 (configuration not stated)	-1.7	10.1	-3.6	1.5	1.5	-3.4	-3.1	-19.2	-1.0	7.8
Cc1ccc(Cl)c(OCC(=O)Nc2ccc3c(c2)OCCO3)c1	-1.2	-9.6	8.3	-3.5	-0.1	2.0	2.5	1.8	0.2	-7.6
O=C(CN1C(=O)NC2(CCCC2)C1=O)NCc1cccc(Cl)c1	-1.2	16.4	-6.7	-8.2	-0.5	-11.0	4.7	nt	nt	0.9
CC(C)n1c(O)c(N=NC(=O)C2COc3ccccc3O2)c2ccccc21 (configuration not stated)	4.3	4.7	-6.4	-2.5	-0.2	20.1	-12.8	25.9	-0.5	-0.6
Cc1c(N=Cc2cc3c(cc2[N+](=O)[O-])OCO3)cccc1[N+](=O)[O-]	-6.6	-8.2	-6.3	-9.2	-0.8	3.2	1.0	nt	nt	-3.5
Nc1[nH]c(C(=O)c2ccccc2)c(-c2cccnc2)c1C(=O)NC1CCCCC1	-11.0	1.1	-5.6	-4.4	-0.4	nt	nt	nt	nt	nt
O=C(CNC(=O)/C=C/c1ccccc1)N=Nc1c(O)n(Cc2ccccc2)c2ccccc12	nt	-8.1	9.2	nt	nt	nt	-6.6	56.2*	0.3	nt
COc1cccc(-c2cnc3c(NC(C)=O)cc(-c4cccc(C(=O)N(C)C)c4)cn23)c1	-11.2	12.5	-4.8	-1.0	-0.2	nt	nt	nt	nt	nt
COc1ccc(C)cc1NC(=O)ON=C1CCCCC1	-10.9	9.3	-6.1	-2.0	-1.0	nt	nt	nt	nt	nt
CCCC(CCC)c1nnc(NC(=O)c2ccco2)s1	?	-7.9	7.3	4.3	?	2.4	-12.5	59.7*	6.4	0.3
CN(C(=O)CCc1nnc(CCCCc2ccccc2)o1)C1CC(C)(C)NC(C)(C)C1	-5.2	-3.1	-7.1	-2.7	-0.8	5.0	5.0	15.1	3.7	11.6

4 of the compounds above, with bars between the fields:
SMILES | BoNT F protease | CCHF vOTU inh | PrPC surface inh | Anthrax LF prot | BoNT-A LC inh2 | PriA SSB inh | Rv3671c protease | VHR inh abs | SARS 3CLpro inh | MazF activator
CCCOC(=O)/C(C)=N\NC(=O)c1ccco1 | 0.0 | 18.8 | 5.5 | -3.0 | 0.3 | nt | -6.3 | 28.6 | -1.7 | 5.2
C=C1SC(=Nc2ccccc2Cl)N(C(=O)c2sc3ccccc3c2Cl)C1(C)C | ? | 7.7 | 9.5 | -8.6 | -0.5 | -3.2 | -11.1 | 21.0 | 0.1 | -15.2
O=C(CNC(=O)/C=C/c1ccccc1)N=Nc1c(O)n(Cc2ccccc2)c2ccccc12 | nt | -8.1 | 9.2 | nt | nt | nt | -6.6 | 56.2* | 0.3 | nt
Cc1ccc(Cl)c(OCC(=O)Nc2ccc3c(c2)OCCO3)c1 | -1.2 | -9.6 | 8.3 | -3.5 | -0.1 | 2.0 | 2.5 | 1.8 | 0.2 | -7.6

Next part.
SMILES	BoNT F protease	CCHF vOTU inh	PrPC surface inh	Anthrax LF prot	BoNT-A LC inh2	PriA SSB inh	Rv3671c protease	VHR inh abs	SARS 3CLpro inh	MazF activator
Cc1ccc(N2NC(=O)/C(=C\c3cc4c(cc3[N+](=O)[O-])OCO4)C2=O)cc1C	-2.5	20.9	-9.5	1.0	0.2	1.9	17.4	-8.5	-0.3	-3.1
CCOC(=O)Cc1nnc(NC(=O)c2ncn[nH]2)s1	-2.3	2.1	4.8	-8.3	-2.5	-0.2	3.7	-3.9	-6.3	-8.2
CC(Oc1ccccc1)C(=O)N1CCCc2ccccc21 (configuration not stated)	-16.9	-5.5	1.5	-9.9	-1.8	-18.6	-6.3	-4.9	-2.7	5.1
C=CCOC(=O)COc1ccc2c(C)c(C)c(=O)oc2c1	?	-24.0	2.4	?	?	-11.5	0.9	-10.9	7.0	-8.5
O=C(Nc1ccc2c(c1)OCO2)C1CC(c2ccccc2Cl)=NO1 (configuration not stated)	-11.1	-13.0	2.7	6.5	-0.5	8.6	3.8	-3.8	-2.9	2.8
CCOC(=O)C(C)Sc1nnc(NC(=O)c2cccc([N+](=O)[O-])c2C)s1 (configuration not stated)	-6.4	6.1	-5.4	0.2	-1.1	-9.6	9.2	37.8	-0.1	1.6
N#CCCn1cc(C(=O)CN2C(=O)NC3(CCCCCC3)C2=O)c2ccccc21	1.2	0.8	3.7	-3.8	1.5	-8.1	-4.7	nt	nt	6.2
CCc1c(O)nc(SCC(N)=O)n(-c2ccccc2F)c1=O	0.9	-13.1	-1.1	-5.5	-0.4	-5.0	-1.5	2.6	1.4	8.1
CC(C)(C)c1ccc(NC(=O)c2cc(C3CCCN(S(=O)(=O)c4cccc5cccnc45)C3)on2)cc1 (configuration not stated)	-3.5	-0.5	-6.1	-3.9	-0.6	nt	nt	nt	nt	nt
CCCCn1nnnc1C(c1ccccc1)N1CCN(c2cc(C)ccc2C)CC1 (configuration not stated)	5.2	11.0	10.0	1.1	-0.1	nt	nt	nt	nt	nt
NNC(=O)CC(=O)NC1(Cc2ccc(O)cc2)CCCCC1	-4.9	11.1	-1.0	-2.7	0.2	-4.6	-3.6	-7.4	3.6	3.8
N=c1c(C(=O)NCc2ccccc2)cc2c(=O)n3ccccc3nc2n1Cc1ccco1	-37.3	4.3	-26.3	5.8	4.2	-4.7	-2.5	0.0	0.8	0.0
CN(C)CCCO/N=C(\c1ccccc1)c1ccncc1	-10.0	7.4	-9.8	-1.5	-1.9	nt	4.9	14.7	4.1	-7.8
Cn1c2ccccc2c2c(C(=O)N3CCN(c4ccc(F)cc4)CC3)cn(C3CCCC3)c(=O)c21	-4.3	15.5	13.4	3.1	-0.3	7.1	-0.3	7.1	6.0	1.9
Cc1ccc(-n2ncc3c(=O)n(CC(=O)N4CCCCCC4)cnc32)cc1	nt	-10.8	5.9	nt	nt	-23.0	-8.6	1.5	-3.4	2.3
c1ccc(C[n+]2ccccc2)cc1	-11.4	-10.8	1.5	1.0	-1.1	6.4	4.3	nt	nt	4.9
O=C(COc1ccc(Cl)cc1[N+](=O)[O-])N1CCCCC1	2.8	-10.2	-3.7	4.3	0.4	2.7	-2.2	14.9	0.3	-1.8
CCCCN(C(=O)C1CC1)C1CCS(=O)(=O)C1 (configuration not stated)	6.9	-5.6	-7.9	1.7	0.5	1.7	-6.5	nt	nt	13.9
O=C(COC(=O)CN1C(=O)COc2ccccc21)NC1CCCCC1	4.5	7.9	3.0	0.1	1.1	-11.3	3.4	nt	nt	-2.1
CC(=O)Nc1ccc(-c2cc(-c3ccccc3)nc(-c3ccccc3)n2)cc1	-4.0	0.8	2.0	1.9	0.5	-7.1	-10.1	23.7	5.8	0.3
CCCc1cc(=O)oc2c(C)c(OCC(=O)N3CCC(C(=O)O)CC3)ccc12	-18.7	-13.5	-0.8	0.8	-1.1	-4.4	-9.1	24.7	-0.6	-0.1
CC1CC(C)CN(c2ccc(S(=O)(=O)N3CCOCC3)cc2)C1 (configuration not stated)	0.2	11.7	5.1	-1.0	0.1	-2.4	0.2	-13.9	2.9	-0.9
O=C(O)c1cc(-c2cc(C(=O)O)c3ccccc3n2)ccc1O	-6.6	8.3	-2.1	-7.9	-0.1	-3.2	nt	nt	nt	-11.8
Cc1ccc2c(C)c(C(=O)N(C)Cc3ccncn3)oc2c1C	-5.5	16.1	2.0	1.7	2.2	-11.2	-2.1	21.8	0.5	1.7
COC(=O)C(NC(=O)c1ccccc1)(Nc1nc(C)cs1)C(F)(F)F (configuration not stated)	-3.5	-22.1	4.7	-0.8	0.1	0.4	3.5	8.2	-0.7	-10.5
Cc1cc(=O)[nH]c(=S)n1-c1ccccc1	-12.2	5.8	5.6	1.0	0.3	1.8	-6.0	-1.3	1.9	-2.7
CCOc1ccccc1NC(=O)c1cccc2c1C(=O)N(CCOC)C2	-2.8	8.3	7.2	-1.9	-0.1	-0.7	3.9	12.4	-6.7	10.7
COCCN1Cc2c(sc(C)c2C)N(C(=O)c2ccccc2)C1	-21.3	12.7	0.9	-1.3	-0.4	-35.1	-0.2	25.9	3.4	9.9
COc1cc(C2C(C(=O)c3cc4ccccc4o3)=C(O)C(=O)N2c2cc(C)on2)cc(OC)c1OC (configuration not stated)	-0.8	3.3	1.1	-0.6	-2.1	-0.9	8.3	5.3	-1.8	4.7
